M4 ag: agonists of human muscarinic M4 receptor (CHRM4) | actives 0.14% (n = 360,000) | activation, % at 3 µM | P08173 | CHO-K1 hM4/Gqi5, Fluo-8 calcium fluorescence; vehicle 0%, full acetylcholine response 100%;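 active = activation above the run mean over all test wells plus 3 SD, cut at about 32% in these data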;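 note: peak over basal fluorescence ratio per well then scaled between controls; 0% = DMSO wells and 100% = acetylcholine at EC100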
CHRM4 PAM: potentiates acetylcholine response at human M4 receptor | actives 0.4% (n = 360,000) | activation, % at 3 µM | CHO-K1 hM4/Gqi5, Fluo-8 calcium fluorescence, ACh EC20; 0% = ACh EC20, 100% = maximal ACh | P08173;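 active = activation above its plate's cutoff, the mean activation of sample wells plus 3 SD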; note: some results filed as inactive read as strong as hits
CHRM4 antagonist: antagonists of human muscarinic M4 receptor (CHRM4); actives 0.73% (n = 360,000); inhibition, % at 3 µM; P08173; AID 624125; CHO-hM4 cells, ACh EC80, Fluo-8 calcium fluorescence;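 active = inhibition above its plate's cutoff, the mean inhibition of sample wells plus 3 SD, cut at about 27% in these data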;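 note: 0% = acetylcholine EC80 with DMSO and 100% = DMSO without agonist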
M5 ag: agonists of human muscarinic M5 receptor (CHRM5); CHO-K1 hM5 cells, Fluo-8 calcium fluorescence; 0% DMSO wells, 100% maximal acetylcholine response; AID 624037; P08912; actives 0.19% (n = 360,000); activation, % at 3 µM;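 active = activation above the run's mean over test compounds plus 3 SD, cut at about 23% in these data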;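 note: signal is peak over basal fluorescence ratio across the kinetic read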
CRFR2-BP ag: CRF-BP/CRF-R2 complex agonism; HEK293 CRF-R2/CRF-BP, calcium dye fluorescence (FLIPR); percent of saturating CRF peptide response; actives 0.46% (n = 350,000); AID 588473; activation, % at 13.2 µM;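 active = activation of at least 50%, plus an integration ratio under a set limit after plate pattern correction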;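 note: plate controls were neutral control wells without compound for no effect and CRF at EC100 for full effect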
CRFR2-BP antag: blocks CRF-induced signaling of the CRF-BP/CRF-R2 complex. HEK293 CRF-R2/CRF-BP, CRF-induced calcium fluorescence. inhibition, % at 11.8 µM. actives 0.59% (n = 350,000). AID 588475;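 active = inhibition of the ligand-induced calcium signal above about 50% at the single tested concentration, limit read from the data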
CHRM5 PAM: positive allosteric modulators of human muscarinic M5 receptor; P08912; CHO-K1 hM5, Fluo-8 calcium, ACh EC20 PAM; 0% = ACh EC20, 100% = ACh EC100; activation, % at 3 µM; actives 0.3% (n = 360,000);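 active = activation above the run cutoff, the mean activation of all test compounds plus 3 SD, cut at about 18% in these data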
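Test system: CHO-K1 hM5 cells / Doses: single-point, 3 µM nominal / Times: Post-acetylcholine fluorescence recording 140 s / Technique: Fluo-8 calcium fluorescence / Measure: Max/basal fluorescence ratio as % of EC20–EC100 ACh window / Benchmarks: low control EC20 acetylcholine (0%), high control EC100 acetylcholine (100%) / Replicates: one well per compound, no replicates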
IDE inh: inhibits human insulin-degrading enzyme in HEK cells | P14735 | FAbetaB cleavage, fluorescence polarization | inhibition, % at 5.59 µM | actives 0.41% (n = 320,000) | AID 434962;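 active = percent inhibition above the average of all tested compounds plus 3 SD, set per screening campaign, cut at about 16% in these data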;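 note: IDE supplied by intact live HEK cells; FP after avidin binding of uncleaved biotin substrate so inhibition keeps polarization high; 0% = DMSO wells and 100% = 60 µM reference IDE inhibitor Ii1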
Target sequence (P14735 whole entry, looked up): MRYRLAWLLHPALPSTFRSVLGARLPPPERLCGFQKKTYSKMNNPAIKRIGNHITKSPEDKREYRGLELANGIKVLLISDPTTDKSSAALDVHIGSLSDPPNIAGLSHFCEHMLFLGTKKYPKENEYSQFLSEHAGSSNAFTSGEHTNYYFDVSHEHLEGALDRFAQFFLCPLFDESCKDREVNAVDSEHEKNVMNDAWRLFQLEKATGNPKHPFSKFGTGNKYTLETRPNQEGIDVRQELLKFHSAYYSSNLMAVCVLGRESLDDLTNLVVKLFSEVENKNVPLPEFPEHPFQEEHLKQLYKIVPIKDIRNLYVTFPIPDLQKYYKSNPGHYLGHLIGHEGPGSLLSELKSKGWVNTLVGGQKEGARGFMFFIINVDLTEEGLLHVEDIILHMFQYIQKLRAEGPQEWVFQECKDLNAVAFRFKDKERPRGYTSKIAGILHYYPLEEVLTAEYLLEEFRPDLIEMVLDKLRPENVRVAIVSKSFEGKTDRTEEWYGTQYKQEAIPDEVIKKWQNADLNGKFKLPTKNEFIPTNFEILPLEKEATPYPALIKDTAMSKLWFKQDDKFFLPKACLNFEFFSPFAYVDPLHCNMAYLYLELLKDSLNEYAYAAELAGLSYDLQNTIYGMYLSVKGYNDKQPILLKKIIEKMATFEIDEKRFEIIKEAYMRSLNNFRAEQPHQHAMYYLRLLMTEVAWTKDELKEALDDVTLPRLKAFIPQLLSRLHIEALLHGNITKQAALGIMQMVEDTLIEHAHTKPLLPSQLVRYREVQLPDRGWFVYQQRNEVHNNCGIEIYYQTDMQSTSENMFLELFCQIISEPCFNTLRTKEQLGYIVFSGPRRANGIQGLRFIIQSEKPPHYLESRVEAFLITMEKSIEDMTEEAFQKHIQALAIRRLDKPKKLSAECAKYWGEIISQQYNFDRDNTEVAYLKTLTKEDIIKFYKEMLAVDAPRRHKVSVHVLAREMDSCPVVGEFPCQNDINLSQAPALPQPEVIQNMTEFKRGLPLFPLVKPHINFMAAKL
CHRM5 antagonist: CHRM5 antagonism in calcium assay; CHO-hM5 cells, Fluo-8 calcium fluorescence, ACh EC80; inhibition, % at 3 µM; actives 0.59% (n = 360,000);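 active = inhibition above a per-plate cutoff, the mean of that plate's test compounds plus 3 SD, cut at about 27% in these data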;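 note: 0% = acetylcholine EC80 with DMSO and 100% = DMSO without agonist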
The depositor's hits bear a star; / = not tested or not shown.

Compound,M4 ag,CHRM4 PAM,CHRM4 antagonist,M5 ag,CRFR2-BP ag,CRFR2-BP antag,CHRM5 PAM,IDE inh,CHRM5 antagonist
O=C(c1cc(Cl)cc(Cl)c1)N1CCN(c2cc(C(F)(F)F)nc3ccccc23)CC1,1,-3,3,-1,1.8,3,-3,-5,10
O=C(O)c1cc(NCc2ccccc2)ccc1N1CCOCC1,2,6,-1,0,0.0,-2,-3,0,5
COc1cc(CNc2nccn3ccnc23)cc(OC)c1,1,0,-1,-1,/,/,1,/,-10
O=C(CCNS(=O)(=O)c1cccs1)N1CCN(c2cccc(Cl)c2)CC1,7,-3,0,3,-3.3,6,-2,0,-2
CC(C)[C@H](NC(=O)[C@@H]1Cc2c([nH]c3ccccc23)C2c3ccccc3C(=O)N21)C(=O)N1CCC[C@@H]1C(=O)O (some centres not stated),0,-4,10,2,-0.8,5,3,10,5
CC1CC(C)CN(C(=O)c2ccc3nc[nH]c3c2)C1 (configuration not stated),1,10,-14,-6,0.3,9,2,-3,-3
CC1C(O)=C(c2ccccc2)P(=O)(Cc2ccccc2)C1C (configuration not stated),1,-2,9,-1,/,/,-6,/,-4
CC(=O)Nc1ncc(Sc2ccc([N+](=O)[O-])cc2)s1,1,0,-13,3,-3.2,14,-3,/,8
Cc1ccc(Cl)cc1NC(=O)c1cc(NC(=O)CCCC(=O)O)ccc1N1CCCCC1,-1,0,10,-1,0.5,-6,0,-1,11
Cn1cnc2c1c(=O)n(Cc1cccc(Br)c1)c(=O)n2C,1,4,4,-1,-0.7,-9,0,12,0
CCOc1ccccc1CN1CCNC(=O)C1CC(=O)NCc1nc(C)cs1 (configuration not stated),0,9,-7,-5,3.0,0,8,/,-8
CCCc1cc(C(=O)NC(C)C2CCCO2)cs1 (configuration not stated),2,5,4,-6,0.6,-3,-2,4,16
CCOC(=O)C(C(=O)NCc1ccc(F)cc1)c1ncc(C(F)(F)F)cc1Cl (configuration not stated),-1,-2,-12,-4,-3.1,-6,-1,-1,4
CC(=O)OCC#CCSc1nc2ccccc2n1C,0,14,-9,-1,-1.0,-3,2,2,-2
Cc1[nH]c2ccccc2c1C(=O)CSC(=S)N1CCCCC1,4,-2,3,-3,-1.2,-22,-6,2,7
COc1ccc(CNC(=O)C(C)N2C(=O)COc3ccc(C)cc32)c(OC)c1 (configuration not stated),0,-9,1,-2,-1.2,-1,5,0,1
O=c1[nH]c2ccccc2nc1Cc1ccc(Cl)cc1,2,-6,5,-2,19,-25,2,-5,0
COCCCNC(=O)C[C@H]1C[C@H](C(=O)N2CCOCC2)[C@@]2(C)c3[nH]c4ccc(Cl)cc4c3CCN2C1=O,0,0,-4,-2,0.4,2,-1,/,6
O=c1c2ccccc2nc(COc2ccccc2)n1/N=C/c1ccc(O)c(O)c1,3,-20,4,4,-1.6,5,-11,-5,1
O=C(CSc1ccc2nnc(-c3cccnc3)n2n1)N1CCOCC1,2,-5,-5,3,0.8,-12,-6,4,7
COc1ccc(C(=O)N(C)Cc2ccc(C)o2)cc1OC1CCN(C(C)=O)CC1,1,4,0,-2,2.8,-13,4,0,-10
Cc1ccc(-n2c(N)c(C(=O)N3CCOCC3)sc2=S)c(C)c1,2,7,-2,-4,2.4,21,7,5,-10
Cc1ccc(S(=O)(=O)NCC(=O)OCC(=O)NC(=O)c2cccn2C)cc1,1,-8,5,0,-1.6,30,-1,0,0
COc1ccc(C2C(C(=O)Nc3cc(OC)c(OC)c(OC)c3)c3ccccc3C(=O)N2C)cc1 (configuration not stated),20,-14,-4,4,-5.2,16,-20,3,12
CSc1nc2c(c(=O)n1C)SC(C)C2 (configuration not stated),0,-1,2,0,0.4,-2,-4,-1,0
Nc1nn(-c2ccccc2)nc1C(=O)OCc1ccccc1F,0,14,-17,-5,/,/,11,2,4
O=C1NC2(NN1c1ccccc1)C1CC3CC(C1)CC2C3 (configuration not stated),1,-6,4,-10,7.2,-11,-10,5,-1
COc1ccc(CC(=S)N2CCOCC2)cc1F,2,2,-12,-3,-1.9,28,3,4,-4
CC(C)C1C(=O)N(Cc2cn(Cc3ccco3)nn2)CCS(=O)(=O)N1Cc1ccc(-c2ccccc2)cc1 (configuration not stated),0,2,-4,-1,0.9,1,4,/,6
NC(=O)c1cnn(C2CCS(=O)(=O)C2)c1 (configuration not stated),1,3,-5,2,-2.1,14,2,-4,-8

The last 6 compounds of the part above lead into the next.
Compound,M4 ag,CHRM4 PAM,CHRM4 antagonist,M5 ag,CRFR2-BP ag,CRFR2-BP antag,CHRM5 PAM,IDE inh,CHRM5 antagonist
CSc1nc2c(c(=O)n1C)SC(C)C2 (configuration not stated),0,-1,2,0,0.4,-2,-4,-1,0
Nc1nn(-c2ccccc2)nc1C(=O)OCc1ccccc1F,0,14,-17,-5,/,/,11,2,4
O=C1NC2(NN1c1ccccc1)C1CC3CC(C1)CC2C3 (configuration not stated),1,-6,4,-10,7.2,-11,-10,5,-1
COc1ccc(CC(=S)N2CCOCC2)cc1F,2,2,-12,-3,-1.9,28,3,4,-4
CC(C)C1C(=O)N(Cc2cn(Cc3ccco3)nn2)CCS(=O)(=O)N1Cc1ccc(-c2ccccc2)cc1 (configuration not stated),0,2,-4,-1,0.9,1,4,/,6
NC(=O)c1cnn(C2CCS(=O)(=O)C2)c1 (configuration not stated),1,3,-5,2,-2.1,14,2,-4,-8
CC(=O)c1ccc(-c2cnc3c(NC=O)cc(-c4cccc(NS(C)(=O)=O)c4)cn23)cc1,6,-7,-1,-1,/,/,-10,/,5
COC(=O)[C@]12CCCCC=C1N(Cc1ccccc1)C(=O)[C@H](CC(=O)NCc1ccc(C)o1)C2,5,11,-12,1,/,/,-10,/,5
CCOCCCNc1ccc(N2C(=O)CCCC2=O)cc1[N+](=O)[O-],2,-3,-14,-2,-0.8,-10,2,-1,-6
CCOC(=O)CSc1nc2cc(C(=O)NCc3ccco3)ccc2c(=O)n1C1CCCCC1,0,1,3,0,0.4,-5,-2,1,-2
Cc1ccn2cc(-c3cccc(NS(C)(=O)=O)c3)nc2c1,1,1,-1,-4,1.6,25,-5,3,-9
C(=N\n1cnnc1)/c1ccccn1,1,5,2,4,0.0,16,3,1,-3
CCOC(=O)Cn1c(=O)c2c(nc(Br)n2Cc2ccccc2Cl)n(C)c1=O,3,14,-3,0,-0.9,0,-6,0,3
COc1cc(C2C(C(=O)c3cc4ccccc4o3)=C(O)C(=O)N2c2cc(C)on2)cc(OC)c1OC (configuration not stated),0,2,-1,-2,9.5,0,3,10,-1
CO/N=C\CC(=O)Nc1ccc(Cl)cc1Cl,1,-8,4,1,0.4,-7,-4,-2,-6
COc1cc(Cl)cc(C(=O)O)c1OCC(=O)O,1,2,-7,0,-2.5,48,5,-9,4
CCC(=NCc1ccco1)c1c(C(F)(F)F)[nH]n(-c2nc3ccccc3s2)c1=O,0,13,8,3,2.3,31,4,1,-13
O=C(C[C@H]1C[C@@H]2c3cc(NS(=O)(=O)c4ccccc4)ccc3O[C@@H]2[C@H](CO)O1)N1CCOCC1,1,7,-8,1,0.2,52*,5,/,-5
O=C(c1cc(-c2ccccc2)nc2ccccc12)N1N=C(C(F)F)CC1(O)C(F)F (configuration not stated),2,0,-1,1,0.3,-23,-4,2,3
CCC(CC)C(=O)Nc1ccc([N+](=O)[O-])cn1,0,3,3,-6,0.7,-16,0,7,-8
Cc1ccccc1NC(=O)CSc1nn2c(=O)c(C)nnc2s1,-1,-3,2,2,0.1,-6,1,3,5
CCN(CC)CCCNc1ccc(-c2nnc(-c3ccc(OCC(C)C)cc3)o2)cn1,4,-15,21,-7,-0.8,22,0,-1,5
OCCN1CCN(CCOc2cccc(Cl)c2)CC1,1,12,-1,-6,0.7,21,2,5,-7
COC(=O)[C@H](Cc1ccccc1)NC(=O)[C@@H](N)CC(=O)OCc1ccccc1,2,17,-10,0,-1.6,0,2,2,-1
O=C(COC(=O)C1CC(O)CN1C(=O)Oc1ccccc1)c1ccc(Br)cc1 (configuration not stated),2,4,-1,1,-0.1,2,-3,3,-3
CCN(CC)S(=O)(=O)c1ccc2c(c1)nc(SCC(N)=O)n2-c1ccc(OC)cc1,1,-4,-10,-1,-0.2,-5,-1,0,-6
Cc1ccc(NC(=O)C2CCN(S(=O)(=O)c3ccc4[nH]c(=O)oc4c3)CC2)cc1F,2,-3,-12,-5,-1.7,-3,-2,1,7
COc1ccc(-n2c(SCC(=O)Nc3ccccc3OC)nc(O)c(Cc3ccccc3)c2=O)cc1,1,6,-1,-5,-1.0,-16,-2,3,10
O=C(COC(=O)c1ccc(O)cc1)c1ccc2c(c1)OCCO2,2,-2,13,1,0.6,1,-3,/,10
COc1cc(OC)cc(-c2c(C#Cc3ccsc3)c3cc(-c4ccc5c(c4)OCO5)ccc3n2C)c1,3,5,4,2,2.2,3,1,3,4
Cc1cc(NC(=O)CN2CCCCC2)no1,1,4,2,-1,-1.3,-10,-5,4,-7
O=C(CN(CC1CCCO1)C(=O)CNS(=O)(=O)c1ccc(F)cc1)NCc1ccc(F)cc1 (configuration not stated),0,1,11,0,-0.7,20,3,0,6
COc1ccc(OCCN2CCC(C(=O)NC(c3ccc(F)cc3)c3ncccc3C)CC2)cc1 (configuration not stated),2,-7,7,-3,/,/,-7,/,8
COc1cccc(OC)c1C(=O)Nc1cccnc1,2,-3,5,2,-1.3,4,15,6,0
COc1ccccc1CNC(=O)COC(=O)c1cccc(S(=O)(=O)N2CCOCC2)c1,2,0,-7,2,0.9,3,11,-4,4

A section from the list above:
Compound,M4 ag,CHRM4 PAM,CHRM4 antagonist,M5 ag,CRFR2-BP ag,CRFR2-BP antag,CHRM5 PAM,IDE inh,CHRM5 antagonist
COc1ccc(OCCN2CCC(C(=O)NC(c3ccc(F)cc3)c3ncccc3C)CC2)cc1 (configuration not stated),2,-7,7,-3,/,/,-7,/,8
COc1cccc(OC)c1C(=O)Nc1cccnc1,2,-3,5,2,-1.3,4,15,6,0
COc1ccccc1CNC(=O)COC(=O)c1cccc(S(=O)(=O)N2CCOCC2)c1,2,0,-7,2,0.9,3,11,-4,4

Compound activity deposited in PubChem by several laboratories.
